Source: PubChem BioAssay
MgcRacGAP inhibition: MgcRacGAP GTPase-activating activity inhibitors, confirmation, biochemical, ADP Hunter fluorescence | MgcRacGAP-stimulated Rac1 GTP hydrolysis, ADP Hunter fluorescence; higher % means a stronger effect; GST-tagged Rac1 F28L mutant substrate | one-dose inhibition, % at 30 µM; IC50 in µM for titrated hits | hit rate 0.6% among 340,000;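 active = first-screen hits whose inhibition reached a set limit at any dose in the follow-up dose series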;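 note: fluorescence reports GDP produced by GAP-driven GTP hydrolysis; strong numbers were not always called active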
NS5 inhibitors: Dengue-2 NS5 methyltransferase inhibitors, primary screen, biochemical, confirmation dose response (AID 588689) | Dengue-2 NS5 methyltransferase capping enzyme assay, biochemical; higher % means a stronger effect | hit rate 0.3% among 340,000 | inhibition, % at 25 µM, or IC50 in µM where a hit was titrated; in the data active = a potency from the dose series
UTI89 phage lysis: protection from phage-mediated lysis, alamar blue read-out – E. coli UTI89, K1F phage, bacterial capsule biogenesis inhibitors (AID 488966) | E. coli UTI89 K1F phage lysis, alamar blue, 2 h; higher % means a stronger effect | one-dose inhibition, % at 100 µM; IC50 in µM for titrated hits | hit rate 0.02% among 340,000;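 active = phage lysis inhibition, versus mean bacterial control, above a set limit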;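 note: capsule biogenesis inhibitors block K1F phage lysis so surviving cells raise fluorescence; higher fluorescence means more inhibition of phage lysis; actives were called in the ten point dose series up to 300 µM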
NS5 inhibitors pilot replicate: further read-out of NS5 inhibitors, marked with its call; inhibition, %; measured here: pilot screen replicate inhibition
* marks the source's active call; other numbers are inactive results; [ ] = remark or other dose. Only part of the results is shown. The share of hits here may be higher or lower than overall.

SMILES	MgcRacGAP inhibition	NS5 inhibitors	UTI89 phage lysis	others
COc1cccc(NC(=O)CN(C)C(=O)C(Sc2ccccc2)c2ccccc2)c1 (stereo not given)	4%	1%	-0.8%[50 µM]
COc1ccc(OC)c(NC(=O)C(C)OC(=O)c2cc3ccccc3[nH]2)c1 (stereo not given)	9%	1%	-1.7%
C[C@H]1COC(=O)[C@H](Cc2ccc(F)cc2)C/C=C\C[C@H](CC(=O)N(CCO)Cc2ccccc2)C(=O)N1	10%	-6%	0.4%
Cc1cc(C)cc(N(CCC#N)C(=O)COC(=O)Cn2[nH]c(=O)c3ccccc3c2=O)c1	5%	-10%	-1.5%
Cc1ccc2c(c1)N(CC(=O)Nc1nccs1)C(=O)CO2	12%	4%	0.7%[50 µM]
Fc1ccccc1-c1cc2cc3c(cc2cn1)OCO3	10%	-6%	2.0%
CN(C)C(CNC(=O)c1cccc(S(=O)(=O)N2CCN(c3ccccc3)CC2)c1)c1ccccc1 (stereo not given)	6%	-5%	1.1%[50 µM]
Cc1ccc(C)c(OCCC(=O)Nc2cc(S(=O)(=O)N3CCCCC3)ccc2C)c1	4%	-5%	0.6%
O=C(NN=Cc1ccccc1O)C(O)(c1ccccc1)c1ccccc1	5%	-8%	-1.5%
Cc1ccc(S(=O)(=O)Nc2cccc3c2O[C@H](CN(C)C(=O)Nc2ccc(C(F)(F)F)cc2)[C@@H](C)CN([C@H](C)CO)C3=O)cc1	8%	-2%	0.3%	NS5 inhibitors pilot replicate=-3.6

Continued, starting with the last 4 of the part before.
SMILES	MgcRacGAP inhibition	NS5 inhibitors	UTI89 phage lysis	others
CN(C)C(CNC(=O)c1cccc(S(=O)(=O)N2CCN(c3ccccc3)CC2)c1)c1ccccc1 (stereo not given)	6%	-5%	1.1%[50 µM]
Cc1ccc(C)c(OCCC(=O)Nc2cc(S(=O)(=O)N3CCCCC3)ccc2C)c1	4%	-5%	0.6%
O=C(NN=Cc1ccccc1O)C(O)(c1ccccc1)c1ccccc1	5%	-8%	-1.5%
Cc1ccc(S(=O)(=O)Nc2cccc3c2O[C@H](CN(C)C(=O)Nc2ccc(C(F)(F)F)cc2)[C@@H](C)CN([C@H](C)CO)C3=O)cc1	8%	-2%	0.3%	NS5 inhibitors pilot replicate=-3.6
CC[C@@]1(C(=O)OC)N[C@H](CN(C)S(=O)(=O)c2ccccc2)[C@@H]2C(=O)N(Cc3ccccc3)C(=O)[C@@H]21	5%	-3%	0.2%	NS5 inhibitors pilot replicate=-0.9
N#CC1(NC(=O)COC(=O)C2CCN(S(=O)(=O)c3ccc4c(c3)OCCO4)CC2)CCCCC1	-2%	-2%	-0.5%
Cc1cccc(C)c1NC(=O)Cn1c(=O)c(N2CCCCC2)c(N)n(C)c1=O	2%	-10%	1.0%
Cc1nc(SC(C)C(=O)NCc2ccc3c(c2)OCO3)nc(C)c1C (stereo not given)	0%	-1%	-0.1%
O=C(O)CCCC1(C(=O)O)CCCC1	3%	11%	1.4%
CCOC(=O)C1C(C(C)=O)=C(c2ccccc2)c2ccccc2N1S(=O)(=O)C(F)(F)F (stereo not given)	11%	1%	-0.1%	NS5 inhibitors pilot replicate=3.9
O=C(Nc1ccc(N2CCOCC2)cc1N1CCOCC1)c1ccc(F)cc1	4%	0%	0.7%[50 µM]
CC(=O)Nc1ccc(S(=O)(=O)NCCC(=O)OCC(=O)c2cc(C)ccc2C)cc1	8%	-10%	0.8%[50 µM]
COc1cc(C(=O)NC2CCN(C)CC2)ccc1Nc1ncc2c(n1)N(C1CCC(O)CC1)CCC(=O)N2C (stereo not given)	10%	2%	0.7%
C#CCOCCOCCOCCNc1nc(N2CCN(C(=O)[C@H](CCCCN)n3cc(CN)nn3)CC2)nc(N2CCN(C(=O)[C@H](CO)n3cc([C@@H](N)C(C)C)nn3)CC2)n1	6%	2%	3.0%
COc1ccc(O)c(C(=O)c2cnn(C(=O)c3cccc(S(=O)(=O)N(C)C)c3)c2)c1	7%	3%	-0.3%
COC(=O)c1c(-c2ccccc2OC)sc2cc3c(cc12)OCO3	-4%	5%	0.6%
CCOC(=O)c1c(CC(C)C)csc1NC(=O)COC(=O)c1ccc(O)cc1	0%	-6%	0.9%[50 µM]
CCOC(=O)c1[nH]c(=S)[nH]c1C	22%	-1%	1.3%
O=C(COC(=O)c1ccc(Br)c(S(=O)(=O)N2CCOCC2)c1)NC1CC1	6%	11%	-0.2%
CCCCN1C(=N)N([C@@H](C)CN2CCC[C@H]2CN2C(N)=NC[C@H]2CC(C)C)C[C@H]1[C@H](C)CC	11%	-8%	1.5%
O=C1NC(c2cccc3ccccc23)Nc2ccccc21 (stereo not given)	-7%	-2%	2.7%
COc1ccc2c(c1)oc1c(SCc3nc4ccccc4[nH]3)nc(C)nc12	9%	-13%	6.0%
CCN(CCc1ccccc1)c1ccc2c(c1)C1CC2CCN1C(=O)OCc1ccccc1 (stereo not given)	5%	1%	0.4%
Cc1cnc(C(=O)NCC(=O)Nc2ccccc2Br)cn1	4%	-1%	0.6%[50 µM]
CCN(C[C@H]1N[C@@](Cc2ccccc2)(C(=O)OC)[C@H]2C(=O)N(C)C(=O)[C@@H]12)C(=O)c1ccccc1	7%	-3%	0.1%	NS5 inhibitors pilot replicate=-2.1
O=C(C=Cc1ccc2c(c1)OCO2)OCC=Cc1ccc2c(c1)OCO2	1%	-4%	-1.7%
COc1cc(Cl)c(C)cc1NC(=O)CCN1C(=O)NC(C)(C)C1=O	7%	1%	1.4%[50 µM]
O=C(C[C@@H]1C/C=C\CCCC(=O)OC[C@@H]2CCCN2C1=O)N[C@@H](CO)Cc1ccccc1	6%	-2%	1.9%
CCOc1ccc(CCNC(=O)CCC(=O)c2cccs2)cc1OCC	-1%	1%	0.9%[50 µM]
CN(C(=O)c1ccc(NC(=O)Cc2ccc(NC(=O)C3CCCN(C(=O)C4CCC4)C3)cc2)cc1)C1CCCC1 (stereo not given)	-4%	-2%	0.1%	NS5 inhibitors pilot replicate=0.9
CCc1ccc(C(=O)NNC(=O)c2cccc(S(=O)(=O)N3CCN(C)CC3)c2)cc1	6%	1%	0.9%[50 µM]
CCOc1cc(N2CCOCC2)c(OCC)cc1NC(=O)COC(=O)c1ccc([N+](=O)[O-])o1	5%	-2%	-3.2%
COc1ccc(NC(=O)N(C)C[C@H]2Oc3c(NS(=O)(=O)c4ccc(F)cc4)cccc3C(=O)N([C@H](C)CO)C[C@@H]2C)cc1	10%	-11%	7.0%
C[C@H](CO)N1C[C@H](C)[C@@H](CN(C)C(=O)NC2CCCCC2)Oc2ccc(NC(=O)c3ccncc3)cc2C1=O	17%	-4%	1.1%

Quoted at random: two compounds from above
SMILES	MgcRacGAP inhibition	NS5 inhibitors	UTI89 phage lysis	others
N#CC1(NC(=O)COC(=O)C2CCN(S(=O)(=O)c3ccc4c(c3)OCCO4)CC2)CCCCC1	-2%	-2%	-0.5%
O=C(C[C@@H]1C/C=C\CCCC(=O)OC[C@@H]2CCCN2C1=O)N[C@@H](CO)Cc1ccccc1	6%	-2%	1.9%

The listing picks up with the three entries that preceded the break.
SMILES	MgcRacGAP inhibition	NS5 inhibitors	UTI89 phage lysis	others
CCOc1cc(N2CCOCC2)c(OCC)cc1NC(=O)COC(=O)c1ccc([N+](=O)[O-])o1	5%	-2%	-3.2%
COc1ccc(NC(=O)N(C)C[C@H]2Oc3c(NS(=O)(=O)c4ccc(F)cc4)cccc3C(=O)N([C@H](C)CO)C[C@@H]2C)cc1	10%	-11%	7.0%
C[C@H](CO)N1C[C@H](C)[C@@H](CN(C)C(=O)NC2CCCCC2)Oc2ccc(NC(=O)c3ccncc3)cc2C1=O	17%	-4%	1.1%
COc1ccc(CCNC(=O)c2ccc(NC(=O)CC3SC(N4CCCCC4)=NC3=O)cc2)cc1OC (stereo not given)	7%	-7%	-0.1%[50 µM]
COc1ccc(CCNC(=O)c2ccc3c(=O)n4c(nc3c2)CCC4)cc1OC	5%	-1%	1.0%[50 µM]
COc1ccccc1-c1sc2ccccc2c1C#CC1(O)CCCCC1	5%	2%	-0.7%
COc1cc(OC)cc(C(=O)NNC(=O)c2nn(C)c(=O)c3ccccc23)c1	5%	8%	2.6%
Cc1ccc(C(=O)OCC(=O)c2c[nH]c3ccccc23)cc1S(=O)(=O)N1CCOCC1	3%	-7%	1.4%[50 µM]
COc1ccc(NS(=O)(=O)c2cccc(C(=O)NN=C(C)c3ccco3)c2)cc1	6%	4%	0.4%[50 µM]
CCOC(=O)OCC(=O)C1(O)CCC2C3CCC4=CC(=O)CCC4(C)C3C(O)CC21C (stereo not given)	-3%	2%	-2.0%
CC(=O)c1ccc(NC(=O)C(C)Sc2nnc(-c3ccncc3)n2C2CC2)cc1 (stereo not given)	8%	-6%	1.0%
CC(NC(=O)CSc1nnnn1C1CC1)c1ccccc1Br (stereo not given)	5%	-2%	0.0%[50 µM]
CCCCN(C(=O)C1=NN(c2ccccc2)C(=O)CC1)c1c(N)n(CCC)c(=O)[nH]c1=O	1%	4%	0.8%[50 µM]
C#CCOCCOCCOCCNc1nc(N2CCOCC2)nc(N2CCN(C(=O)[C@H](CO)n3cc([C@@H](N)C(C)C)nn3)CC2)n1	9%	0%	2.8%
O=C(NCc1ccco1)c1cc(-c2ccccc2)nn1CC1CC(c2cccc([N+](=O)[O-])c2)=NO1 (stereo not given)	10%	-5%	1.4%
O=[N+]([O-])c1ccccc1S(=O)(=O)Nc1ccc(S(=O)(=O)N2CCCC2)cc1	4%	-1%	1.6%[50 µM]
COc1cccc(/C=C/C(=O)OCC(=O)c2ccccc2)c1OC	0%	4%	0.2%[50 µM]
O=C(C[C@H]1C/C=C\C[C@@H](Cc2ccc(F)cc2)C(=O)O[C@H](c2ccccc2)CNC1=O)N[C@@H](CO)Cc1ccccc1	9%	-1%	0.7%
CC(C)C[C@@H](CN1CCC[C@@H]1CN1C(=O)C(=O)NC[C@@H]1Cc1ccccc1)N1C[C@H](Cc2ccccc2)N(CC2CCCCCC2)C(=O)C1=O	6%	-4%	0.2%
COc1cccc(C2c3cc4c(cc3OC(C)(N3CCCC3)C2C)OCO4)c1O (stereo not given)	5%	-9%	4.1%
Cc1cc(C)c(S(=O)(=O)N2CCN(C(=O)c3c(C)nn(-c4ccccc4)c3Cl)CC2)c(C)c1	4%	-9%	-0.4%[50 µM]
COc1ccc(N(Cc2ccccc2)S(=O)(=O)c2cccc(C(=O)NCC3CCCO3)c2)cc1 (stereo not given)	-2%	-12%	-0.3%[50 µM]
O=CN(Cc1ccccc1)c1cc([N+](=O)[O-])ccc1OCc1ccccc1	5%	8%	2.8%
CC(NC(=O)COC(=O)COc1ccc(Cl)cc1)c1ccccc1 (stereo not given)	6%	-2%	2.0%
CCCCn1c(N)c(N(CC(C)C)C(=O)c2cc(-c3ccc(OC)cc3)nc3ccccc23)c(=O)[nH]c1=O	7%	-11%	0.6%[50 µM]
CCN1C[C@@H]2[C@@H]3C(=O)N(Cc4ccccc4)C(=O)[C@@H]3[C@](CC)(C(=O)OC)N2C1=NC	9%	-1%	0.1%	NS5 inhibitors pilot replicate=3.4
CCOc1ccc(NC(=O)COC(=O)c2ccc(S(=O)(=O)N3CCOCC3)cc2)cc1	7%	0%	0.1%[50 µM]
C[C@@H]1COC(=O)[C@H](NC(=O)OCC2c3ccccc3-c3ccccc32)C/C=C\C[C@@H](CC(=O)N(CCO)Cc2ccccc2)C(=O)N1	2%	-1%	0.1%
COc1ccc(NC(=O)N(C)C[C@H]2Oc3c(NS(=O)(=O)c4cccs4)cccc3C(=O)N([C@H](C)CO)C[C@@H]2C)cc1	8%	-16%	0.0%
CC(Sc1ncnc2sccc12)C(=O)Nc1ccc(S(=O)(=O)N2CCOCC2)cc1 (stereo not given)	5%	-13%	0.6%[50 µM]
COc1ccc2c(c1)CN(C)S(=O)(=O)c1ccccc1-2	6%	4%	0.0%	NS5 inhibitors pilot replicate=1.5
CC[C@@H]1C(c2ccc(F)cc2)=NN(c2ccccc2)[C@H]1C(=O)N1CCOC1=O	7%	-6%	0.1%	NS5 inhibitors pilot replicate=1.5
O=C(COC(=O)c1cncc(Br)c1)NCc1cccs1	6%	-5%	1.1%[50 µM]
COc1ccc(S(=O)(=O)N2CCOCC2)cc1NC(=O)CSc1nc(C)c(C)c(C)n1	9%	10%	-3.6%
O=C(CCNC(=O)c1ccccc1)Nc1ccc(Cl)c(S(=O)(=O)N2CCCCC2)c1	4%	0%	-0.6%
COc1ccc(-c2oc(=O)c3cc(OC)c(OC)cc3c2/C=C/c2ccc(OC(C)=O)cc2)cc1	3%	7%	1.0%
O=C(COC(=O)CNC(=O)c1cc(Cl)cc([N+](=O)[O-])c1)NC(=O)NCc1ccco1	0%	4%	-2.9%
